# Screening data (PubChem BioAssay)
# TRHR ag: TRH receptor (human) agonism; P34981; TRHR cells, calcium flux fluo-8, FDSS agonist mode; activation, % at 2 µM; 360,000 compounds, 0.18% hits; AID 493084; in the data active means activation above about 30%; further: 0% is about no effect
# Target sequence (P34981 whole entry, looked up): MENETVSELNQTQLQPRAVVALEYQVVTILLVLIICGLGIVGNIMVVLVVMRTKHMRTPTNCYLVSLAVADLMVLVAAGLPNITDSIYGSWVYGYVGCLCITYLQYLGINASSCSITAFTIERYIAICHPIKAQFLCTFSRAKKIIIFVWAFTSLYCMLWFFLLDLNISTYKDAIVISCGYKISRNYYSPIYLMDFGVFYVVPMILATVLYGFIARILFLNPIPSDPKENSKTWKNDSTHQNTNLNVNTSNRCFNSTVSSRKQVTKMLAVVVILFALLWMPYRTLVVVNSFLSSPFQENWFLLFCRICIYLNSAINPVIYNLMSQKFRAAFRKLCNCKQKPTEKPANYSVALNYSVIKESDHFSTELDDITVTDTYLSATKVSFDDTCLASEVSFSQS
#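 Agonist-mode FDSS calcium read (Ex 480/Em 530, 1 s cycles) in 1536-well TRHR cells with fluo-8 dye, after 10-cycle baseline and 23 nL compound addition; TRH at EC20 (10 nM final) added afterwards for the enhancer phase.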
# D1 agonist: activates the human D1 dopamine receptor. HEK293 T-REx D1 cells, calcium flux, agonist mode. activation, % at 2 µM. 360,000 compounds, 1% hits. AID 504660; in the data active means activation above about 30%; further: 0% is about no effect
# Target sequence (P21728 whole entry, looked up): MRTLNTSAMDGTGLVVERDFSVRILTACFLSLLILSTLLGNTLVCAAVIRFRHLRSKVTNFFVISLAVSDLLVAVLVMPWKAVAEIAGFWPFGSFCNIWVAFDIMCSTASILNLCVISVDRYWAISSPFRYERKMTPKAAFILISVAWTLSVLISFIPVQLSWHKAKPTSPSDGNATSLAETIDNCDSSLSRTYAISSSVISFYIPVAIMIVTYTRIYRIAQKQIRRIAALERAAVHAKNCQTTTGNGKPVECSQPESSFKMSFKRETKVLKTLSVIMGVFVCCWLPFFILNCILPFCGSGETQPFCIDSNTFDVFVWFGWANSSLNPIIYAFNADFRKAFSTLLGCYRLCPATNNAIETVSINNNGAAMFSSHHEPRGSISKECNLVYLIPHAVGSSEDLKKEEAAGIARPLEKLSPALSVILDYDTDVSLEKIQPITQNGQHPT
#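 Tetracycline-induced HEK293 TREx D1 cells, force-coupled to calcium signalling, were dye-loaded with a no-wash calcium kit. Compound was pin-added after a 10 s baseline. Fluorescence was read kinetically at 1 cycle/s for 180 s, with calcium rises flagged as agonism.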
# D2 PAM: positive allosteric modulators of human D2 dopamine receptor; P14416; HEK293 T-REx D2, calcium flux, EC20 dopamine potentiation; potentiation, % at 10 µM; AID 485347; 340,000 compounds, 0.34% hits;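 active means potentiation over 3 SD above the plate norm, cut at about 30% in these data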; further: 0% is about no effect
#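 Tetracycline-induced Hek293 Trex D2 cells, force-coupled to calcium, loaded with no-wash calcium dye. Compound added with 180 s kinetic read for agonism, then EC20 dopamine and a further 180 s read for potentiation.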
# D1 antagonist: antagonists of human D1 dopamine receptor; P21728; HEK293 TREx D1 cells, calcium flux, dopamine EC80; active compounds read low; activity change, negative = inhibition, % at 10 µM; 360,000 compounds, 3.2% hits; AID 504652; in the data active means activity change below about -30%; further: on the % scale 0 is the no-effect control and ±100 the full control effect
#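 Using tetracycline-induced force-coupled D1 Hek293 cells and a calcium dye, signals were followed for 180 s after compound, then for 180 s after EC80 dopamine, to detect inhibitors.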
# Apoferritin bind: candidate novel general anesthetic via apoferritin binding; P02791; apoferritin/1-aminoanthracene competitive binding, fluorescence; Potency, µM (series often up to 77.5 µM), for the others: at the top dose activity change, negative = displacement, hits mostly inhibitors; 350,000 compounds, 0.074% hits; AID 485281; further: potency means the concentration at half of the fitted maximal effect; on the % scale 0 is the no-effect control and ±100 the full control effect; nearly all actives have a fitted effect of over 20% in size
# Target sequence (P02791 2-175 limits assumed): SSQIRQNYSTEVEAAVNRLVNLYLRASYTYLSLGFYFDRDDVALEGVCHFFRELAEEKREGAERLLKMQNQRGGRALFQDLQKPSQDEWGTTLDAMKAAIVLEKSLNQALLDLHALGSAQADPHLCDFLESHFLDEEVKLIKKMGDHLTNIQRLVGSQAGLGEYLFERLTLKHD
#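 Apoferritin-based anesthetic binding model; compound displacement of fluorescent 1-AMA measured as endpoint fluorescence after 10 minutes at room temperature, scaled to free-ligand and complex controls.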
# RXFP1 agonist: activates the human relaxin receptor RXFP1 | Q9HBX9 | HEK293T-RXFP1 cAMP TR-FRET, 30 min; response scale: percent of porcine relaxin response, buffer zero | Potency, µM (highest dose often 57.5 µM), for inactives: at the highest dose activation, actives largely listed as activators | 370,000 compounds, 0.3% hits; further: potency means the concentration at half of the fitted maximal effect; on the % scale 0 is the no-effect control and ±100 the full control effect; nearly all actives have a fitted effect of over 60% in size; many of its hits are not listed in these tables
#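 HEK293T cells stably expressing RXFP1 were pretreated with the PDE4 inhibitor Ro 20174, exposed to compounds for 30 min at 37C, lysed, and cAMP was read by TR-FRET. Data normalized to buffer (basal) and 29 nM porcine relaxin (100%).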
# RXFP1 antag: RXFP1 (human) relaxin receptor antagonism. HEK293-RXFP1, relaxin-stimulated cAMP HTRF, 30 min; active compounds read low. 350,000 compounds, 0.59% hits. activity change, negative = inhibition, % at 57.5 µM. Q9HBX9;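 active means activity change of -60% or lower, but not beyond a set lower limit; inconclusive means change between -60% and -40%, or beyond the set limit; inactive means change above -40%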; further: on the % scale 0 is the no-effect control and ±100 the full control effect
# TRHR enhancer: allosteric enhancers of human TRH receptor. TRHR cells, fluo-8 calcium fluorescence, EC20 TRH enhancement. 360,000 compounds, 0.66% hits. AID 493056. enhancement, % at 2 µM. P34981; in the data active means enhancement above about 30%; further: 0% is about no effect
#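 TRHR-expressing cells loaded with fluo-8 calcium dye were read kinetically (ex 480/em 530) during compound addition, then stimulated with an EC20 of TRH (10 nM final). Enhancement of the Gq-mediated intracellular calcium response was scored.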
# D1 PAM: human D1 dopamine receptor positive modulation. P21728. HEK293 TREx D1 cells, calcium flux, dopamine EC20 potentiation. potentiation, % at 10 µM. 360,000 compounds, 0.036% hits. AID 504651; in the data active means potentiation above about 30%; further: 0% is about no effect
# The depositor's hits bear a star; ? = inconclusive; . = no result given; [ ] = another dose, or the depositor's remark. Unless noted, the call rests on the fitted dose curve; in most records, active means well fitted curve in the direction sought with a large enough effect; inconclusive means small, poorly fitted or top-dose-only effect, or another doubt; inactive means no such curve, though single readings can be large; an effect the other way counts as inactive or inconclusive. Not all compounds are listed (hit frequency here may not be typical).
SMILES,TRHR ag,D1 agonist,D2 PAM,D1 antagonist,Apoferritin bind,RXFP1 agonist,RXFP1 antag,TRHR enhancer,D1 PAM
NS(=O)(=O)c1ccc(NC(=S)NCc2ccco2)cc1,0.5,1,3,-4,-4%,0.6%,-2,-3,-8
CC(C)N1C(=O)CCC1C(=O)NCc1ccc(F)cc1Cl (stereo not drawn),0.4,4,2,6,10%,0.0%,0,-1,-8
Cc1ccccc1NC(=S)NC(=O)c1cncc(Br)c1,0.2,3,-4,9,?,1.2%,13,-8,-10
Cn1c(N)c(S(=O)(=O)N2CCN(Cc3ccccc3)CC2)c(=O)n(C)c1=O,0.1,-1,2,3,0%,-0.1%,4,0,-3
O=C(Nc1ccccc1C(F)(F)F)N1CCN(C(c2ccccc2)c2ccccc2)CC1,-0.7,2,0,0,-14%,0.2%,-11,-4,2
COc1ccc(CC(=O)Nc2nc(-c3ccc(OC)c(OC)c3)cs2)cc1OC,0.8,7,-4,3,9%,1.3%,-27,-7,-5
CCCCC(=O)Nc1cc([N+](=O)[O-])ccc1Cl,-0.4,3,-1,-6,-19%,1.4%,2,1,0
O=C(CCSCc1cccc(Cl)c1)NC1CCCC1,-0.2,3,5,-9,-13%,0.0%,-6,0,3
Cc1ccc(C2=NNC3(CCOC(C)(C)C3)S2)cc1 (stereo not drawn),0.0,0,0,9,-21%,2.7%,1,3,-1
CCc1noc(C)c1C(=O)Nc1cc(S(=O)(=O)N2CCOCC2)ccc1OC(C)C,-0.2,2,-2,-18,.,0.8%,-1,1,-3
CCC(Sc1nc2ccccc2[nH]1)C(=O)Nc1cc(C)on1 (stereo not drawn),-1.2,3,-21,11,0%,0.2%,-1,-3,-3
CCOC(=O)c1c(C)oc2cc(Br)c(OC(C)C(=O)OCC)cc12 (stereo not drawn),-1.3,3,7,19,-8%,2.4%,-13,-7,-6
Cc1ccc(S(=O)(=O)NCc2cccnc2)c(C)c1,0.1,0,-9,-4,-3%,-5.4%,-5,-5,-6
O=S(=O)(Cc1ccc(Cl)cc1)Nc1ccc2c(c1)OCO2,0.3,3,6,4,6%,0.5%,-20,1,-2
CNC(=S)Nc1cccc(C(C)=O)c1,1.0,3,0,2,-1%,-0.1%,6,0,4
CCOC(=O)C1CCN(C(c2cccc(F)c2)c2sc3nc(C)nn3c2O)CC1 (stereo not drawn),-0.2,1,-5,10,-2%,0.8%,-4,-6,3
OC(COc1ccc2c(c1)OCO2)CN1CCc2ccccc2C1 (stereo not drawn),0.3,3,-25,-13,?,0.1%,-2,3,-8
Cc1cc(F)ccc1S(=O)(=O)Nc1ccc2oc3c(c2c1)CC(C)CC3 (stereo not drawn),-0.4,37*,4,0,-2%,-3.6%,?,17,-7
CC1=C(C(=O)Nc2ccccc2C)C(c2cccs2)NC(=S)N1 (stereo not drawn),-0.5,2,-1,2,0%,-1.1%,4,-6,-5
O=C(O)c1cccc(S(=O)(=O)N2CCN(c3ccccn3)CC2)c1,1.0,0,4,8,-4%,-0.5%,4,2,-2

# In another format: entries from further up
structure	TRHR ag	D1 agonist	D2 PAM	D1 antagonist	Apoferritin bind	RXFP1 agonist	RXFP1 antag	TRHR enhancer	D1 PAM
NS(=O)(=O)c1ccc(NC(=S)NCc2ccco2)cc1	0.5	1	3	-4	-4%	0.6%	-2	-3	-8
CC(C)N1C(=O)CCC1C(=O)NCc1ccc(F)cc1Cl (stereo not drawn)	0.4	4	2	6	10%	0.0%	0	-1	-8
Cc1ccccc1NC(=S)NC(=O)c1cncc(Br)c1	0.2	3	-4	9	?	1.2%	13	-8	-10
Cn1c(N)c(S(=O)(=O)N2CCN(Cc3ccccc3)CC2)c(=O)n(C)c1=O	0.1	-1	2	3	0%	-0.1%	4	0	-3
O=C(Nc1ccccc1C(F)(F)F)N1CCN(C(c2ccccc2)c2ccccc2)CC1	-0.7	2	0	0	-14%	0.2%	-11	-4	2
COc1ccc(CC(=O)Nc2nc(-c3ccc(OC)c(OC)c3)cs2)cc1OC	0.8	7	-4	3	9%	1.3%	-27	-7	-5
CCCCC(=O)Nc1cc([N+](=O)[O-])ccc1Cl	-0.4	3	-1	-6	-19%	1.4%	2	1	0
O=C(CCSCc1cccc(Cl)c1)NC1CCCC1	-0.2	3	5	-9	-13%	0.0%	-6	0	3
Cc1ccc(C2=NNC3(CCOC(C)(C)C3)S2)cc1 (stereo not drawn)	0.0	0	0	9	-21%	2.7%	1	3	-1
CCc1noc(C)c1C(=O)Nc1cc(S(=O)(=O)N2CCOCC2)ccc1OC(C)C	-0.2	2	-2	-18	.	0.8%	-1	1	-3

# Other records
SMILES,TRHR ag,D1 agonist,D2 PAM,D1 antagonist,Apoferritin bind,RXFP1 agonist,RXFP1 antag,TRHR enhancer,D1 PAM
O=C1C(NS(=O)(=O)c2ccccc2)=C(N2CCN(c3ccc(F)cc3)CC2)C(=O)c2ccccc21,-1.1,0,19,10,?,0.7%,-15,14,7
CC1(C)CC(=O)C(N=Nc2ccc(OC(F)F)cc2)=C(O)C1,-0.3,3,2,6,-11%,2.5%,-20,1,-2
CC(=O)OCC1OC(c2ccccc2)C(OC(C)=O)C(OC(C)=O)C1OC(C)=O (stereo not drawn),-0.4,-1,17,28,11%,-1.4%,-8,0,1
COC(=O)c1c(NC(=O)c2cc3ccccc3c(=O)o2)sc2c1CCCC2,-0.5,0,4,-5,2%,3.3%,.,9,-3
C=CCn1c(SCc2ccccc2C#N)nnc1-c1ccccc1O,-0.6,0,13,4,-12%,-1.4%,-1,-3,-1
FC(F)(F)c1ccc(-n2cnc3ccccc32)nc1,-0.3,0,-4,-6,-12%,1.7%,5,-2,2
O=C1Nc2ccc([N+](=O)[O-])cc2OC1CCN1CCN(Cc2ccc3c(c2)OCO3)CC1 (stereo not drawn),0.8,8,-3,.,?,1.0%,-27,-1,-4
CN(C(=O)c1ccc2c(c1)C(=O)N(CCC1=CCCCC1)C2=O)C1CCCCC1,-0.5,11,2,-20,?,6.3%,.,-3,-4
CN(c1ccccc1)S(=O)(=O)c1cccc(C(=O)Nc2cccc(C(=O)NC3CC3)c2)c1,0.4,5,2,13,.,-2.0%,-18,5,-8
O=C(CN1C(=O)NC2(CCCCCC2)C1=O)N1CCN(c2ccccc2)CC1,0.7,0,-15,8,.,-1.0%,1,1,6
CCn1c(O)c(/C=N/N=C2CCCCC2)c2cc(C3=NNC(=O)CC3)ccc21,5.0,18,1,1,-8%,2.9%,-4,-1,2
CCN(CCN(C)C)C(=O)c1ccc2c(c1NCCO)C(=O)c1ccccc1C2=O,1.4,7,.,-10,?,1.3%,-29,8,-5
O=C(Nc1ccc(S(=O)(=O)Nc2ncccn2)cc1)c1cccc(S(=O)(=O)N2CCOCC2)c1,0.0,2,0,-3,5%,4.1%,7,5,-11
OCCOCCn1c(-c2ccccc2)nc(=S)c2c1CCCC2,0.4,2,-3,9,-8%,2.0%,.,-6,.
C=CCOC(=O)C1=C(C)NC(SCC(=O)Nc2ccccc2)=C(C#N)C1c1ccco1 (stereo not drawn),-0.5,0,7,2,-10%,1.6%,-6,-6,9
COc1cccc(CN(C)CC2CCCN(CCc3ccc(Cl)cc3)C2)c1OC (stereo not drawn),0.6,10,-10,-80*,-4%,-1.0%,-4,0,-7
CCC1(CC)NC(=O)N(CC(=O)N2N=C(c3ccc(Cl)cc3)CC2c2ccco2)C1=O (stereo not drawn),0.5,1,0,2,?,0.7%,-28,-3,-6
O=C(N/N=C/c1c(O)n(-c2ccccc2Cl)c(=O)c2ccccc12)c1cccnc1,29,28,-6,1,80%[activator],1.0%,-3,40*,0
CCc1nn(CC(=O)N2CCC(C)CC2)c(=O)c2cccn12,0.9,0,12,3,-1%,1.7%,0,6,1
O=C(NCc1ccc(Cl)cc1)c1cnn2ccccc12,-0.5,0,-6,-8,?,-0.6%,.,-6,-1
CCCCN(CC)CCCNC(=S)Nc1ccc2nc(N3CCN(CC)CC3)cc(C)c2c1,2.8,2,-28,-13,0%,2.6%,-7,-4,1
Cc1ccc(S(=O)(=O)c2cn(C)c3cc(N4CCCC4)c(F)cc3c2=O)c(C)c1,-0.2,3,2,9,190%[activator],10%,-29,11,1
Cc1ccccc1NC(=O)NC1CCCCC1C (stereo not drawn),1.2,6,1,-23,-2%,-0.5%,19,3,-4
CN1CCN(C(=O)/C=C\C(=O)O)CC1,0.5,3,-2,-8,0%,-0.5%,-4,-7,-9
O=C(CN1C(=O)NC2(CCCCCC2)C1=O)NC1CCCCCCC1,-0.4,0,5,3,?,1.4%,3,-6,-1
CC(C)C(=O)c1cc2c(cc1NC(=O)c1cccs1)OCCO2,0.2,5,1,52,-2%,0.9%,-8,1,10
CCCn1c(=O)c2ccccc2n2c(SCC(N)=O)nnc12,0.1,0,3,7,-7%,7.1%,16,-1,-1
CC(=O)c1ccc(OCCCC(=O)NC2=NCCS2)cc1,-2.1,0,-2,0,-12%,4.4%,4,11,-2
Cc1cc(C)cc(NS(=O)(=O)c2ccc3[nH]c(=O)[nH]c3c2)c1,1.3,1,.,-2,-6%,0.5%,7,7,3
CNC(=O)CSc1nnc(NC(=O)Nc2ccccc2)s1,-0.3,3,13,.,1%,2.0%,-18,3,3
CC1(C)CC(=O)C2=C(C1)N(c1cccnc1)C(N)=C(C#N)C2c1cccs1 (stereo not drawn),0.7,6,5,22,-5%,1.6%,-11,4,1
CCn1nnc2cc(C(=O)Nc3cccc(C)c3C)ccc21,0.5,4,1,2,-1%,8.0%,12,5,0
CCN1CCN(C(c2cccc(OC)c2OC)c2nnnn2Cc2ccco2)CC1 (stereo not drawn),1.2,2,8,8,-6%,-1.4%,-4,10,1
COc1ccc(CCNC(=O)Oc2ccccc2)cc1OC,-0.9,1,12,-2,-2%,3.0%,2,0,4
